TRAIL sens C8: caspase-8 TRAIL sensitization; hit rate 1% among 360,000; NB7+C8 cells + TRAIL, ATPlite viability luminescence; inhibition (viability loss, TRAIL sensitization), % at 10 µM;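 active = compounds causing at least 50% loss of cell viability in the single-dose screen, relative to plate controls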
EBV LMP1 NFkB: inhibitors of Epstein-Barr LMP1-induced NF-kappaB reporter. LMP1-induced NF-kappaB luciferase reporter cells, luminescence. inhibition, % at 12.5 µM. hit rate 0.69% among 350,000; in the data active = inhibition above about 41%;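 note: 0% = neutral control wells and 100% = reference inhibitor control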
LRH-1 inv ag: NR5A2 inverse agonism in reporter assay; AID 602396; hit rate 0.13% among 360,000; inhibition, % at 3.6 µM; HEK293T StAR-luciferase reporter, LRH-1 transfected, 24 h;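 active = inhibition above the mean inhibition of all tested compounds plus 3 SD, cut at about 73% in these data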;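 note: 0% = DMSO wells and 100% = reporter-only cells lacking LRH-1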
Target sequence (O00482 whole entry, looked up): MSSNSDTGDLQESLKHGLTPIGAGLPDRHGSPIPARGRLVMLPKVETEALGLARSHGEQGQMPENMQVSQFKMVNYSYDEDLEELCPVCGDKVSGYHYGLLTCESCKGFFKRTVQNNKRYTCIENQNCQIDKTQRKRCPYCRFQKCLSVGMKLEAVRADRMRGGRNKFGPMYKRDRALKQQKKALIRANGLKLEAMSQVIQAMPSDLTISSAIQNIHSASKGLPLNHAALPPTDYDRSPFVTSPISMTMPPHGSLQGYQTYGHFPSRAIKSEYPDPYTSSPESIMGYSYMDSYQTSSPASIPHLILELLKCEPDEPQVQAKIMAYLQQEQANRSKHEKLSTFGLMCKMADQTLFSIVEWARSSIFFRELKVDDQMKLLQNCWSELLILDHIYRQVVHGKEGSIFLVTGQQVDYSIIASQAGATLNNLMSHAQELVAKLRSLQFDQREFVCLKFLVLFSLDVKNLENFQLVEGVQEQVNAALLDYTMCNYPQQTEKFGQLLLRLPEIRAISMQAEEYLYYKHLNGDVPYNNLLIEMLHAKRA
KKLEB tox: CF airway cell cytotoxicity counter-screen | KKLEB CF airway cells viability, ATPlite luminescence, overnight; hits give low values; cells stimulated with P. aeruginosa culture filtrate | activity change (cytotoxicity), % at 5 µM | hit rate 0.36% among 360,000 | AID 602141;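 active = corrected activity change at or below -50% at 5 µM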
NCOA3 inh: inhibits human SRC3 coactivator; Q9Y6Q9; HEK293 GAL4-SRC3 luciferase reporter, luminescence; inhibition, % at 3.6 µM; hit rate 0.17% among 360,000; AID 588352;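 active = inhibition above a per-campaign cutoff, the mean of all compounds plus 3 SD, cut at about 60% in these data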;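 note: 0% = DMSO-treated cells and 100% = gossypol-treated cells at 36 µM; higher means less SRC3-driven luciferase light from the GAL4 reporter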
TROY signal inh: inhibitors of TROY-dependent NF-kB signaling; Q293 LMP1-TROYcd NF-kB luciferase reporter, 4 h; inhibition, % at 10 µM; hit rate 0.98% among 360,000; AID 1347056;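 active = compounds whose plate-normalised and pattern-corrected inhibition of the luciferase reporter signal at the single screening dose is 50% or more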
CF NFkB inh: blocks PAF-induced NF-kB reporter in cystic fibrosis cells; KKLEB NF-kB-GFP reporter, GFP fluorescence overnight; inhibition, % at 5 µM; hit rate 0.86% among 360,000;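 active = at least 50% inhibition at 5 µM, scaled per plate between neutral and stimulator controls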;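 note: PAF is a Pseudomonas aeruginosa culture filtrate used as stimulus; plate controls were PAF-stimulated DMSO wells for no effect and unstimulated DMSO wells for full effect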
COUP-TFII inh: blocks human COUP-TFII nuclear receptor; HEK293T NGFI-A luciferase reporter, luminescence; inhibition, % at 8.6 µM; hit rate 0.7% among 370,000; AID 686940;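 active = inhibition above a per-plate cutoff, mean inhibition of test wells between control levels plus 3 SD, cut at about 38% in these data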;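 note: cells cotransfected with COUP-TFII expression vector driving the NGFI-A reporter; 0% = median of COUP-TF2 test wells and 100% = reporter-only cells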
Target sequence (P24468 whole entry, looked up): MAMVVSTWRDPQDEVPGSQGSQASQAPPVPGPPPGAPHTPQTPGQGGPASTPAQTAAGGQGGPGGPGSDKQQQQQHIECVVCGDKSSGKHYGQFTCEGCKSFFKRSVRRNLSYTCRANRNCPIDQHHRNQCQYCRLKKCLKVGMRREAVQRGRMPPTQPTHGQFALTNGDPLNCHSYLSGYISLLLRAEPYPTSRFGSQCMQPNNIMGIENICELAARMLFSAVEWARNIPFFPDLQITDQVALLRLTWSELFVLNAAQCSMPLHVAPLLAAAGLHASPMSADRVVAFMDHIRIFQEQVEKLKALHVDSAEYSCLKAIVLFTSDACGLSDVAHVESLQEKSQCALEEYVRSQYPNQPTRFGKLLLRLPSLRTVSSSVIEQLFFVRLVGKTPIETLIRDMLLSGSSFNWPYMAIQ
Shn3 3UTR inh: reduces Shn3 3'UTR luciferase signal in osteoblasts. Clone20 osteoblast Shn3 3'UTR firefly luciferase, 24 h. inhibition, % at 12.5 µM. hit rate 0.52% among 360,000. AID 588674;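 active = mean inhibition of at least 75% with every replicate also reaching 75%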;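 note: 0% = median of neutral control wells and 100% = pilot-screen positive control compound; some compounds past the cut are filed as inactive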
NCOA1 inh: inhibits human SRC1 coactivator; HEK293 GAL4-SRC1 luciferase reporter, luminescence; hit rate 0.12% among 360,000; inhibition, % at 3.6 µM; Q15788;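 active = inhibition above the campaign mean plus 3 SD, with each screening campaign given its own cutoff, cut at about 60% in these data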;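 note: 0% = DMSO treated cells and 100% = gossypol at 36 µM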
TWEAK Fn14 block: blocks TWEAK-Fn14 interaction in a reporter cell assay; TWEAK-stimulated Fn14 reporter cells, luciferase luminescence, 8 h; inhibition, % at 10 µM; hit rate 2% among 360,000; AID 1159606; in the data active = inhibition above about 50%
* marks the source's active call; other numbers are inactive results; . = no result given. This is a subset; rates above refer to the full screens.

Every second line gives: TROY signal inh	TRAIL sens C8	Shn3 3UTR inh	CF NFkB inh	NCOA1 inh	LRH-1 inv ag	COUP-TFII inh	EBV LMP1 NFkB	TWEAK Fn14 block	KKLEB tox	NCOA3 inh
Cc1cc(C)cc(-n2ncc3c2CCCC3NC(=O)CCN2Cc3ccccc3C2=O)c1 (stereo not drawn)
    -17	8	12	-2	14	-5	-2	0	-13	-3	9
Cc1cc(C)c(/C=N/NC(=O)c2nnn(-c3nonc3N)c2CN2CCC(C)CC2)c(C)c1
    34	21	3	8	3	13	0	3	-3	7	9
C=CC[C@@H](CC(=O)NCCO)C(=O)N[C@@H](COC(=O)[C@@H](CC=C)CC(=O)OC(C)(C)C)Cc1ccccc1
    -1	0	3	-8	-1	10	-24	-1	-13	13	4
Cc1cc2nc(C3CCN(Cc4nnnn4Cc4cccs4)CC3)[nH]c2cc1C
    10	37	27	-10	18	10	.	-2	10	-8	21
O=C(Nc1ccc(-c2nc3ccccc3o2)cc1)c1ccc(N2CCOCC2)c([N+](=O)[O-])c1
    32	43	91*	52*	-17	-15	12	5	45	-51*	-16
O=C(Nc1ccc(Cl)cc1)Nc1ccccc1CC[N+](=O)[O-]
    11	3	12	-8	-24	-18	-16	8	-2	6	-9
COc1cc(SC)ccc1C(=O)N1CCN(S(=O)(=O)/C=C/c2ccccc2)CC1
    12	9	12	-13	-4	-6	18	6	5	12	9
O=C(/C=C/Nc1ccc(Br)cc1F)c1ccco1
    18	91*	18	-4	-84	-101	-23	39	63*	-65*	-23
Clc1ccc(N=c2ssnc2Cl)cc1
    -10	20	20	29	4	-5	9	-4	-4	-1	-1
Cc1nc(CSc2ccccc2)cc(=O)[nH]1
    -7	3	-1	-4	-9	-19	-1	1	-11	12	-7
Cc1ccc(C)c(NS(=O)(=O)c2ccc3oc(=O)ccc3c2)c1
    -3	-5	12	-6	-13	18	-8	3	-4	-13	1
CCCN(CC(=O)Nc1ccccc1C)C(=O)c1ccc(N2CCCC2)c([N+](=O)[O-])c1
    -4	-1	1	-8	-14	5	7	-5	-2	6	15
CCNC(=O)N1CCOCC1
    -16	-15	17	23	18	-1	-16	-12	11	-2	3
COc1cccc(-c2nc(CS(=O)(=O)CC(=O)N3CCOCC3)c(C)o2)c1
    1	12	-21	0	19	19	-18	-2	-2	10	22
COc1ccc(C(=O)N2CCN(C)C(C)C2)cc1OC1CCN(C(C)=O)CC1 (stereo not drawn)
    7	-16	5	3	-12	21	-1	1	5	-2	-1
Cc1ccccc1C(=O)c1cn[nH]c1-c1ccccc1O
    -4	8	-15	22	-3	-9	-7	.	2	-11	-12
c1ccc(CN2c3ccccc3-c3nc4ccccc4n3C2c2ccccn2)cc1 (stereo not drawn)
    -4	10	5	-5	10	3	29	1	-1	-5	9
COc1cccc(-n2c(SCC(=O)N3CCCCC3)nc3c([nH]c4ccccc43)c2=O)c1
    5	54*	-2	-1	-35	10	1	0	-20	-7	-20
CN1CCN(S(=O)(=O)c2cccc(C(=O)Nc3cc(C(N)=O)cc(C(N)=O)c3)c2)CC1
    -17	9	14	-5	-1	-21	1	-4	14	-6	-8
OCCN(CCO)c1ccc(C(c2ccccc2Cl)c2ccc(N(CCO)CCO)cc2Cl)c(Cl)c1
    44	-6	23	9	2	0	.	-10	22	10	24
O=C(O)CCNc1ccc2c(c1)OCCO2
    -14	8	-18	4	10	-11	-17	3	35	-7	11
Cc1ccc([N+](=O)[O-])cc1S(=O)(=O)Nc1ccc(-c2ccc(N3CCOCC3)nn2)cc1
    -12	-1	-24	16	15	-1	11	-9	-29	-18	-2
CCCNC(=O)C1(C)CCCN(Cc2ccc(-c3ccccc3)o2)C1 (stereo not drawn)
    2	6	39	38	9	11	9	.	70*	4	15
COc1ccc(NC(=O)Nc2ccc(F)cc2)c(C)c1
    -25	-5	-17	-5	-66	-30	0	7	-7	-33	-13
COc1ccc(NS(=O)(=O)c2cc(NC(=O)C3=NN(c4ccccc4)C(=O)CC3)ccc2OC)cc1
    -6	12	-8	-8	-7	-18	-10	0	9	21	-4
Cc1ccccc1Cn1ccc(NC(=O)c2cc3ncc(Br)cn3n2)n1
    -11	-24	-15	-8	-3	3	-1	0	5	-6	4
CC(O)(Cc1cccnc1)c1cccs1 (stereo not drawn)
    -2	-7	-3	-13	-9	-4	-11	-2	-10	13	-5
CNC(=O)NC(=O)COC(=O)c1n[nH]c2ccccc12
    -9	-10	20	-13	9	8	-1	1	3	9	-2
Brc1ccc(Oc2ncc(CN3CCOCC3)s2)cc1
    -47	26	-17	-2	-25	-36	-26	-13	-5	10	-43
CCOc1ccc(CN2CCN(Cc3cn(CC)nc3C)CC2CCO)cc1 (stereo not drawn)
    14	-5	0	17	8	6	-14	2	38	-5	6
O=C(c1ccco1)N1CCN(CCOc2ccc(F)cc2)CC1
    3	8	11	-24	7	2	.	7	-4	18	-1
CCOn1c(=O)c(-c2cccc(Br)c2)[n+]([O-])c2ccccc21
    1	1	9	-10	-9	23	6	-6	5	0	3
Cc1ccc(NC(=O)Cn2nnc(C(=O)NCc3ccco3)c2N)c(C)c1
    5	0	0	-6	-18	-4	18	-3	-27	-4	2
O=C(Nc1ccc(N2CCCCC2)c(Cl)c1)c1cccnc1
    -66	23	.	2	-126	-170	-72	-14	-111	1	-198
COc1ccccc1C1CC(=O)NC(SCC(=O)Nc2ccccc2)=C1C#N (stereo not drawn)
    -2	5	12	6	7	-14	3	-16	6	-3	16
CCN(C(=O)CN1CCN(S(=O)(=O)c2cc(Cl)ccc2Cl)CC1)c1c(N)n(Cc2ccccc2)c(=O)[nH]c1=O
    17	-4	-23	19	-13	3	-14	1	-10	7	5
O=C(COc1ccc(Br)cc1)N/N=C1/SCC(=O)N1Cc1ccccc1
    -41	-13	-14	-4	-14	-4	-2	-15	0	-4	18
Cc1ccc(S(=O)(=O)/N=C2\C=C(Nc3ccc(O)cc3)C(=O)c3ccccc32)cc1
    43	93*	97*	83*	90*	95*	.	88*	101*	-80*	92*
COC(=O)C1(Cc2cc(-c3ccccc3)no2)CCN(C(=O)OC(C)(C)C)CC1
    5	6	-5	18	-33	-28	-3	-6	-8	1	-4
Cc1c(C(=O)N2CCN(S(=O)(=O)c3cccs3)CC2)oc2ccc(F)cc12
    16	-16	-8	24	-4	-13	8	-5	-11	-4	-1
CC1CCCC(C)N1C(=O)c1cc(-c2ccc(Cl)c(Cl)c2)on1 (stereo not drawn)
    -23	6	-81	6	-46	2	-21	-65	-22	2	-49
Cc1nc(SCC(=O)N2CCN(C(=O)c3ccco3)CC2)c2c(C)c(C)sc2n1
    16	14	9	3	-7	-27	-4	0	15	-1	-9
CCCNC(=O)Cc1cc(=O)[nH]c(=O)[nH]1
    -1	-4	-3	18	-3	-13	-5	-4	13	2	-26
CN1CCN(S(=O)(=O)c2ccc([N+](=O)[O-])cc2)CC1
    -8	-3	-16	-9	9	13	14	5	33	6	2
CCCn1c(SC(C)C(=O)O)nc2ccccc21 (stereo not drawn)
    -15	-17	12	5	-84	2	.	5	1	-1	9
N#Cc1ccsc1NC(=O)CSc1nnc(-c2ccccc2)o1
    -44	-2	-33	-8	-39	-16	-117	2	-12	4	-5
O=C(CCCO)N/N=C/c1cc(Br)ccc1O
    -29	23	15	4	10	16	13	0	-20	10	12
CCCc1cc(=O)oc2cc(C)cc(OC(C)C(=O)NCCN3CCOCC3)c12 (stereo not drawn)
    -3	14	4	0	11	7	0	-3	-31	-13	-43
O=C(NCCc1c[nH]c2ccccc12)c1ccccc1
    -61	2	-10	-17	-17	-25	-5	-7	-28	16	-21
COC(=O)c1c(NC(=O)c2nc3ccccc3s2)sc2c1CC(C)(C)NC2(C)C
    -9	86*	72	34	2	3	0	-43	-68	-32	7

(listing goes on)
Every second line gives: TROY signal inh	TRAIL sens C8	Shn3 3UTR inh	CF NFkB inh	NCOA1 inh	LRH-1 inv ag	COUP-TFII inh	EBV LMP1 NFkB	TWEAK Fn14 block	KKLEB tox	NCOA3 inh
Cc1cc(OC(=O)C(c2ccccc2)c2ccccc2)c([N+](=O)[O-])c(=O)[nH]1
    -12	-5	-9	-4	-1	-4	2	-3	-11	13	1
C[C@@H]1CN([C@H](C)CO)C(=O)CCCn2cc(nn2)CO[C@H]1CN(C)C(=O)c1ccc(N2CCN(C)CC2)cc1
    -2	-6	-13	2	4	22	0	.	21	-3	8
O=c1oc2ccccc2c(Nc2ccc3ncccc3c2)c1[N+](=O)[O-]
    3	5	16	8	1	-18	-10	-28	-21	-20	10
COc1cc(C(Nc2ccc3c(c2)OCO3)C(=O)NC2CCCCC2)cc(OC)c1OC (stereo not drawn)
    -9	3	6	-2	13	25	2	0	5	0	17
CCOC(=O)C1CCN(C(=O)C2CCCN2S(=O)(=O)c2ccc(Cl)cc2)CC1 (stereo not drawn)
    7	-4	6	-15	7	-8	-11	-2	-4	8	-24
Cc1ccc(/C=N/NC(=S)NC2CCS(=O)(=O)C2)cc1 (stereo not drawn)
    4	-11	-17	-10	6	-17	-4	-1	5	5	12
CCc1nccn1S(=O)(=O)c1ccc(OC)c(OC)c1
    0	0	9	11	-1	-5	28	-4	1	-13	11
CCOc1cc2c3c(c1)C1(OCCO1)C(=O)N3C(C)(C)CC2C (stereo not drawn)
    7	6	13	10	-14	3	-2	-17	1	-7	24
CC(=O)NNC(=O)c1[nH]c2ccc(Cl)cc2c1-c1ccccc1
    -27	0	-2	-5	-12	9	-16	-14	22	0	-5
Cc1cc(=O)oc2c(C)c(OC(C)C(=O)NC(Cc3c[nH]c4ccc(O)cc34)C(=O)O)ccc12 (stereo not drawn)
    -9	-16	-1	-8	-12	-10	19	-5	12	0	20
CCOC(=O)N/N=C/C=C/c1ccccc1[N+](=O)[O-]
    23	1	-27	16	-3	-10	-10	-1	0	-9	8
CC1=C(c2ccccc2)C=NNCC1=O
    46	-21	10	-15	-22	-2	-8	-2	43	3	6
O=C(O)c1ccc2cccc(Cl)c2c1O
    4	-7	12	5	-1	-31	9	-2	-13	10	-14
CCOC(=O)[C@]12CCC=C1N(Cc1cccc3ccccc13)C(=O)[C@H](CC(=O)NCCCOC)C2
    -6	4	.	.	.	-16	-4	.	4	.	.
CC(=O)Nc1cccc(O)c1
    3	-12	-13	-7	1	-1	0	-3	4	6	5
CCN(CC)S(=O)(=O)c1ccc(S(=O)(=O)Nc2ccc(C(=O)N3CCCC3)cc2)cc1
    5	14	-78	2	9	-3	11	-17	12	-12	-1
CCCCOCCCNCc1cccn1CCN1CCOCC1
    3	1	-2	4	3	4	11	4	-13	12	-1
Cc1ccccc1NC(=S)NNC(=O)c1cccc(Br)c1
    -19	-1	-24	-5	-15	-14	-20	-1	-17	1	-29
Cc1cc(NC(=O)c2ccc(N(C)S(=O)(=O)c3ccccc3)cc2)no1
    -34	-2	21	0	3	21	7	7	35	14	4
